STK33 kinase inh: blocks human STK33 kinase activity; Q9BYT3; purified STK33, MBP phosphorylation, ADP-Glo luminescence; inhibition, % at 10 µM; hit rate 0.073% among 320,000; AID 2661;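 active = inhibition at or above 25%, using the most active replicate where run in duplicate; inactive = inhibition below 25%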
KCNQ2 block: KCNQ2 potassium channel inhibitors, primary screen, cell-based, CHO-K1, FluxOR thallium flux, B-score (AID 2156) | O88943 | 20 min; active compounds read low | B-score at 10 µM | hit rate 1.1% among 310,000;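 active = fluorescence ratio B-score at most minus 3 library SDs, with starting brightness B-score within 2 library SDs, cut at about -5.5 in these data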
Target sequence (O88943 whole entry, looked up): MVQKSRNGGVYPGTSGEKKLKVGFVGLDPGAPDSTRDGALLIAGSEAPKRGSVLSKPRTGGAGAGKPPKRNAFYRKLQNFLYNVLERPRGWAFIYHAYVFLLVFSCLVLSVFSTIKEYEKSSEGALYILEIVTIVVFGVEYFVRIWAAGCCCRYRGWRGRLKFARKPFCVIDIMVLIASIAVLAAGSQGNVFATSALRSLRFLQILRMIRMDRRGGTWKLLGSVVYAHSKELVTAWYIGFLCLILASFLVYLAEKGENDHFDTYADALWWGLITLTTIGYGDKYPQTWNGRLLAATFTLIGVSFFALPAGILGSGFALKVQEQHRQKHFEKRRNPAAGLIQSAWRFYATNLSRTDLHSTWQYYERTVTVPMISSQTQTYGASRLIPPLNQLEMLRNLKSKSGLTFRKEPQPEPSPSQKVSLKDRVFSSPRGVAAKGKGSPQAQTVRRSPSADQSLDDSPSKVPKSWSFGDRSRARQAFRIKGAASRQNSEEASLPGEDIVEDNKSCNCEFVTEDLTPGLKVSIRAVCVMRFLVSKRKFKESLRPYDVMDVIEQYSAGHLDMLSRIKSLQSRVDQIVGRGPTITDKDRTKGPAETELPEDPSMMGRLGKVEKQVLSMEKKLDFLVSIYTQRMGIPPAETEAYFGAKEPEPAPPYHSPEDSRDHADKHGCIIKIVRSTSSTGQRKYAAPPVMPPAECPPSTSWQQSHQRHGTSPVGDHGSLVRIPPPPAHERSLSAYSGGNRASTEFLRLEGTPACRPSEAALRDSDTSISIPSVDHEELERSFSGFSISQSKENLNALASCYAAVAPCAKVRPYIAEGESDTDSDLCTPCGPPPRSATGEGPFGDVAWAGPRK
OX1R FRET antag: antagonists of human orexin 1 receptor (OX1R). AID 485270. inhibition, % at 6.6 µM. OX1R-expressing cells, FRET antagonist read-out. hit rate 1.8% among 330,000; in the data active = inhibition mostly above about 38%, no sharp cut-off; inactive = mostly below about 40%;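 also: 0% = agonist challenge alone and 100% = reference antagonist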
Starred values were filed as active, the others as inactive; i = inactive; . = no result given; & = joins results of further samples. Compounds were not picked by outcome; 2.7% or so of the library scored in one or more.

OX1R FRET antag	KCNQ2 block	STK33 kinase inh	compound
18	i	-0.9	Fc1ccc(C2=CSC3=NCCN23)cc1
17	i	0.5	O=C(CCNC(=O)c1ccccc1Cl)NC1=NCCS1
13	i	-2.4	Cc1cc(O)c(C)c(O)c1/C=N/NC(=O)c1cccnc1
9	i	-1.1	Cc1cc(C)nc(-n2nc(C)cc2NC(=O)c2ccc(S(=O)(=O)N3CCOCC3)cc2)n1
9	i	-0.9	CNC(=S)N(CCc1c(C)[nH]c2ccccc12)Cc1ccco1
6	i	0.8	CCOC(=O)c1cc2c(ccn2-c2ccc(F)cc2)n1CC(=O)N1CCN(C(=O)c2ccco2)CC1
13	i	-1.5	O=C(N/C(=C/c1ccc2c(c1)OCO2)C(=O)N1CCOCC1)c1cccs1
9	i	-0.2	CC1=CC(C)(C)N(C(=O)CN2C(=O)c3ccccc3C2=O)c2ccccc21
18	i	-0.2	CCC(COC)NC(=O)CCc1nnc(Cc2cccc(C(F)(F)F)c2)o1 (stereo not given)
20	.	-1.7	CCN(CC(=O)Nc1ccccc1OC)C(=O)CSCc1ccc(C)cc1
3	i	-0.3	CN(C)C(CNc1ncnc2sc3c(c12)CCCCC3)c1ccco1 (stereo not given)
12	i	-1.6	O=C(CSc1nnc(Nc2ccccc2)s1)NCc1ccco1
15	i	2.8	CN1CCC(N(C)CC(=O)Nc2cccc(Oc3ccccc3)c2)CC1
15	i	0.5	CNc1nc2c(c(=O)n(C)c(=O)n2C)n1CCCc1ccccc1
15	i	0.0	C=CCN1C(=O)C(O)(CC(=O)c2ccc(Cl)cc2)c2ccccc21 (stereo not given)
22	i	-0.3	O=C(/C=C/c1ccc(-c2ccccc2)o1)c1ccccc1
3	i	1.6	CC1CC(C)CN(S(=O)(=O)c2ccc(C(=O)NCCCn3ccnc3)cc2)C1 (stereo not given)
.	i	0.0	O=c1c(-c2ccccc2)nnc2sc(COc3ccc(Br)cc3)nn12
9	i	-3.1	CC(C)(C)c1ccc(S(=O)(=O)NCCOCC(F)(F)C(F)F)cc1
4	i	-1.6	NS(=O)(=O)OCCCc1ccc(C(F)(F)F)cc1
15	i	-0.6	O=C(CSc1nc2ccccc2[nH]1)c1ccc(Cl)s1
13	i	-2.7	Cc1nc2ccccc2c(=O)n1C1CCCCCC1
5	i	-0.9	CC(C)Oc1ccc(C(CC(=O)O)Cc2ccccc2)cc1 (stereo not given)
36	i	-1.1	CN1C(=O)C2(C(C#N)=C(N)N(c3cc(Cl)cc(Cl)c3)C3=C2C(=O)CCC3)c2ccccc21 (stereo not given)
21	.	0.8	Nc1ccc2ncccc2c1N
2	i	-1.1	Cc1nc(CCNC(=O)Cc2ccc(Cl)cc2)cs1
16	i	-0.2	CC(C)CCCNc1nc(N2CCOCC2)nc(N2CCOCC2)n1
4	i	0.0	O=C(NCCCNC1CCCCC1)c1ccc(/C=N/O)nc1
13	i	0.8	COCCNC(=O)Cn1ncc2ccsc2c1=O
17	i	-1.9	CCC(c1n[nH]c(=S)n1-c1ccccc1)N(C)C (stereo not given)

In the list so far, 5 have fluorine.
OX1R FRET antag	KCNQ2 block	STK33 kinase inh	compound
18	i	-0.9	Fc1ccc(C2=CSC3=NCCN23)cc1
6	i	0.8	CCOC(=O)c1cc2c(ccn2-c2ccc(F)cc2)n1CC(=O)N1CCN(C(=O)c2ccco2)CC1
18	i	-0.2	CCC(COC)NC(=O)CCc1nnc(Cc2cccc(C(F)(F)F)c2)o1 (stereo not given)
9	i	-3.1	CC(C)(C)c1ccc(S(=O)(=O)NCCOCC(F)(F)C(F)F)cc1
4	i	-1.6	NS(=O)(=O)OCCCc1ccc(C(F)(F)F)cc1

Next section:
OX1R FRET antag	KCNQ2 block	STK33 kinase inh	compound
0	i	-0.2	Cc1ccccc1C(=O)Nc1c(C(=O)N2CCCC2)cnn1-c1ccccc1
20	i	-0.6	CCOc1ccc(S(=O)(=O)N2CCC(C(=O)NCc3ccncc3)CC2)cc1
5	i	.	CCCCc1nnc(NC(=O)CSc2nc(C)cc(=O)[nH]2)s1
3	i	-2.2	COCc1nc2sc3c(c2c(=O)[nH]1)CCCC3
12	i	0.2	Cc1ccc(NC(=S)NCc2ccccn2)cc1
30	i	-1.3	N#C/C(=C(/O)c1cc2ccccc2o1)c1nc2ccccc2s1
10	i	0.3	Cc1cc(NC(=O)CSc2n[nH]c(-c3cccs3)n2)no1
17	i	.	CC(C)N(C(=O)Cc1ccccc1[N+](=O)[O-])C(C)C
23	i	0.1	Cc1ccc(C)n1-c1ccc(C(=O)N/N=C/c2ccncc2)cc1
12	i	-1.0	CCOC(=O)N1CCN(C(=O)c2csc3c2CCCCC3)CC1
14	i	0.1	Nc1nn2c(-c3ccccc3)cc(=O)[nH]c2c1N=Nc1ccc(O)cc1
-6	i	0.5	CC(C(=O)NC1C(=O)N2C(C(=O)O)=C(CSc3nnnn3C)CSC12)n1cc(Cl)cn1 (stereo not given)
4	.	-0.1	C=CCN(Cc1ccc(Cl)s1)C(=O)CNC(=O)CNC(=O)c1ccc(Cl)cc1Cl
14	i	-1.7	CC(=O)NCCc1csc(-c2ccccc2)n1
29	i	-0.1	CC(C)c1nnc(NC(=O)CCC(=O)NCc2ccccc2Cl)s1
9	i	-0.9	CCOc1ccc(N(CC(=O)Nc2ccc(C)cc2)S(=O)(=O)c2c(C)[nH]c(=O)[nH]c2=O)cc1
31	i	-0.3	Cc1cccc(Cn2c(=O)c3c(nc4n3CCCN4Cc3ccccc3)n(C)c2=O)c1
4	i	0.1	O=C(Nc1ccncc1)C1CCN(S(=O)(=O)c2ccccc2C(F)(F)F)CC1
8	i	-0.7	COc1ccc(-c2nc(CN3CCN(Cc4ccccc4)CC3)c(C)o2)cc1
6	i	0.1	NC(=O)NC(CC(=O)NCCCc1ccccc1)c1ccc(Cl)cc1 (stereo not given)
14	i	0.7	CC1CC(C)CN(CCCNC(=O)c2ccc3c(c2)N(Cc2ccccc2)C(=O)c2ccccc2S3=O)C1 (stereo not given)
.	i	-0.1	COc1ccccc1NC(=O)Nc1ccc(C)cn1
21	i	0.3	COC(=O)c1sccc1Oc1c(Cl)cccc1[N+](=O)[O-]
14	i	-0.9	CCOc1ccc2nc(NC(=O)CC3Oc4ccccc4NC3=O)sc2c1 (stereo not given)
15	i	0.1	O=C1NC2(CCCCC2)C(=O)N1c1ccc(Cl)cc1
8&9	i	-2.8&-2.2	COc1ccccc1OCC(O)CN1CCN(CC(=O)Nc2c(C)cccc2C)CC1 (stereo not given)
4	i	6.7	CCC(C)C(NC(=O)C(CC(C)C)NC(=O)C(CO)NC(=O)C1CCC(=O)N1)C(=O)OC (stereo not given)
16	i	0.4	CCOC(=O)C1CCCN(C(=O)CCCn2nnnc2CN2CCC(C)CC2)C1 (stereo not given)
7	i	0.4	Cn1cc([C@@H]2C[C@H]3CN(Cc4cccc(Cl)c4)C(=O)[C@]34CCCN24)c2ccccc21
5	i	0.0	COc1ccc(/C=N/n2c(-c3cc(C)[nH]n3)n[nH]c2=S)cc1OC
6	i	-2.2	CCOC(=O)C1=NNC(C(=O)c2ccc(Cl)cc2)C1c1ccc(OC)cc1 (stereo not given)
7	i	-0.3	COc1ccc(C(=O)NC2CC2)cc1OC1CCN(Cc2ccc(SC)cc2)CC1
19	i	-0.5	CC1CCN(S(=O)(=O)c2cc(Br)cc(C(=O)NC3=NCCS3)c2)CC1
-1	i	1.6	CC(Sc1nc2ccccc2c(=O)[nH]1)C(=O)O (stereo not given)
22	i	4.2	Cc1cc(O)ccc1N=Cc1c(C(F)(F)F)[nH][nH]c1=O
5	i	-0.5	CCOc1ccc(C2C(C#N)=C(N)Oc3cc(C)n(CCN(C)C)c(=O)c32)cc1OCC (stereo not given)
14	i	-4.4	Nc1nc(N2CCN(c3ccc(F)cc3)CC2)n[nH]1
11	i	-0.6	Cc1cc(NC(=O)CN2CCN(c3cccc(Cl)c3)CC2)no1
11	i	-3.3	CN(NC(=O)C(C)(C)C)c1nc(-c2ccccc2)nnc1C(F)(F)F
14	i	-0.1	CCN(C(=O)c1cc(Cl)ccc1Cl)C1CCS(=O)(=O)C1 (stereo not given)
2	i	-0.1	CC(C)(C)c1csc(NNC(=O)c2ccc(Cl)cc2)n1
16	i	-0.8	CCOC(=O)c1c(NC(C)=O)sc2c(OC)c(Br)ccc12
27	i	-1.8	COC(=O)c1sccc1NS(=O)(=O)c1ccccc1
12	i	0.1	O=C(C1=C[C@@H](C2CC2)C[C@@H](OCCCCO)O1)N1CCN(Cc2ccc3c(c2)OCO3)CC1
15	.	-0.7	COc1ccc([C@@H]2CC=C(C(=O)O)[C@H](c3ccccc3F)N2S(=O)(=O)c2ccc(C)cc2)cc1OC

Another view of part of the listing above:
mol	OX1R FRET antag	KCNQ2 block	STK33 kinase inh
Cc1cc(NC(=O)CN2CCN(c3cccc(Cl)c3)CC2)no1	11	i	-0.6
CN(NC(=O)C(C)(C)C)c1nc(-c2ccccc2)nnc1C(F)(F)F	11	i	-3.3
CCN(C(=O)c1cc(Cl)ccc1Cl)C1CCS(=O)(=O)C1 (stereo not given)	14	i	-0.1
CC(C)(C)c1csc(NNC(=O)c2ccc(Cl)cc2)n1	2	i	-0.1
CCOC(=O)c1c(NC(C)=O)sc2c(OC)c(Br)ccc12	16	i	-0.8
COC(=O)c1sccc1NS(=O)(=O)c1ccccc1	27	i	-1.8

Going on with the list:
OX1R FRET antag	KCNQ2 block	STK33 kinase inh	compound
17	i	-1.0	Cc1[nH]n(-c2ccc([N+](=O)[O-])cc2)c(=O)c1/C=N/N1CCOCC1
22	i	-0.6	O=C(CSc1nnc(-c2ccc(Cl)cc2)n1Cc1ccco1)Nc1ccc2c(c1)OCCO2
24	i	-0.7	COc1ccc(-c2nnn(CC(=O)N(Cc3cccs3)C(C)C(=O)NC3CCCC3)n2)cc1OC (stereo not given)
5	i	0.0	O=C(NC1CCN(C(=O)N2c3ccccc3Sc3ccccc32)CC1)c1ccccc1Cl
13	i	-0.5	CCCCCCCCc1nc(SC(C)C(=O)O)n[nH]1 (stereo not given)
5	i	-0.6	CCNC(=S)N1CCN(Cc2ccc3c(c2)OCO3)CC1
37	i	-0.2	CCC(c1nnnn1CCc1ccccc1)N(Cc1ccco1)Cc1cc2c(C)ccc(C)c2[nH]c1=O (stereo not given)
16	i	1.2	O=C(Nc1ccccc1Cl)c1cc[n+]([O-])cc1
4	i	-0.2	CCOC(=O)c1csc(NC(=O)C2=COCCO2)n1
4	.	2.0	COC(=O)C1=C(C)N(Cc2ccccc2)C(=NCc2ccc(OC)cc2)N[C@H]1c1ccccc1
15	i	-0.7	CCC(CC)C(=O)N1CCN(c2cccc(C)c2C)CC1
11	i	-1.1	Cc1cccc(NC(=O)C2CCN(S(=O)(=O)c3cccc4nonc34)CC2)c1
22	i	1.2	CS(=O)(=O)N1N=C(c2ccccc2)CC1c1ccc2nccnc2c1 (stereo not given)
10	i	0.4	O=S(=O)(c1ccc2ccccc2c1)N1CCCCC1
-1	i	-3.1	COc1ccc(/C=N/NC(=O)C(=O)N2CCN(c3ccccc3OC)CC2)cc1
4	i	-1.8	O=C(O)C1C2C=CC(C2)C1C(=O)NCCCc1ccccc1 (stereo not given)
14	i	-0.2	Cc1ccc(NC(=S)NCC23C=CC(O2)C2C(=O)N(c4ccc(C)cc4)C(=O)C23)cc1 (stereo not given)
14	i	-0.2	CCOC(=O)c1c(NC(=O)C(C)Sc2c[nH]c3ccccc23)sc2c1CCC2 (stereo not given)
62*	i	0.3	O=C(N/N=C/c1ccc2ncccc2c1)c1cc(-c2cccs2)nc2ccccc12
3	i	-0.6	Cc1ccc(NC(=S)NC2CCCC2)cc1C
3	i	4.6	CC1CCN(CCOCCOc2ccc(Cl)cc2Br)CC1
4	i	-2.3	Cc1ccc(S(=O)(=O)N(C)C)cc1NC(=O)CCc1ccccc1
6	i	0.3	O=C(NNc1cc(Cl)cc(Cl)c1)C1CCC1
9	i	-1.2	Cc1cccc(N2CCN(Cc3nc(-c4cccc(Oc5ccccc5)c4)oc3C)CC2)n1
8	i	3.6	CC1(C)C=Cc2cc3ccc(=O)oc3cc2O1
3	i	-0.9	C=CCn1c(SCCN2C(=O)c3ccccc3C2=O)nc2scc(-c3ccccc3)c2c1=O
4	.	0.0	COc1ccc(CN(C)CC(=O)Nc2ccccc2C(=O)NC2CC2)cc1
32	i	0.2	COc1ccccc1NS(=O)(=O)c1cccc(C(=O)OCC(=O)Nc2cc(C)on2)c1
22	i	-2.6	CC(=O)c1c(C)oc2ccc(NS(=O)(=O)c3ccc(C(=O)O)cc3)cc12
18	.	-0.8	COc1ccc(C(=O)NCCc2ccc(Cl)cc2)cc1S(=O)(=O)N1CCCCC1C (stereo not given)
9	i	9.1	O=C(Nc1ccccc1)c1cccnc1N1CCOCC1

Screening results: PubChem BioAssay, several laboratories
